Cdc42 wt GTP = modulators of GTP binding to wildtype Cdc42, primary screen, biochemical, multiplex bead flow cytometry, Bodipy-GTP. 190,000 compounds, 0.2% hits. AID 761, 2007. percent activity (GTP binding), % at 10 µM. GST-Cdc42 beads; actives lie on both sides. Cell division control protein 42 homolog (Homo sapiens), P60953;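 active means percent activity GTP binding at least 20 points away from the 100% baseline, either down as inhibitor or up as activator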;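 further: median bead fluorescence of bound Bodipy-FL-GTP at 100 nM; 0% = excess unlabeled GTP control and 100% = no compound control; below 100% means less GTP binding so inhibitor and above means activator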
Target sequence (P60953 whole entry, looked up): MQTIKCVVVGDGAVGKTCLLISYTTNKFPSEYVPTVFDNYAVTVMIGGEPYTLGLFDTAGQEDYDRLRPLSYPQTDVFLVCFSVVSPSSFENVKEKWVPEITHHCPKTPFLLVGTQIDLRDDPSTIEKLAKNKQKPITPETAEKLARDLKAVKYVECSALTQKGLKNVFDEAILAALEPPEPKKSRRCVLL
GSH bead fluor = compound fluorescence on glutathione beads, profiling panel, artefact control, biophysical, 488/530 nm, flow cytometry; GSH beads flow cytometry, compound fluorescence 488/530 nm; stronger effect = higher value; fluorescence (KMESF) at 10 µM; 190,000 compounds, 0.25% hits; AID 1776, 2009; in the data active means fluorescence above about 89;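 further: glutathione beads carrying GST-tagged Bcl family fusion proteins plus one bare bead set; values are compound well signal with DMSO vehicle wells as background; inactives centre near 16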
Rab2A wt mod = modulators of GTP binding to Rab2A wildtype, primary screen, biochemical, dog, bead-based flow cytometry, multiplex | Ras-related protein Rab-2A (Canis lupus familiaris), P61105 | GST-Rab2 wt beads, Bodipy-GTP binding | GTP binding activity, % at 10 µM | 190,000 compounds, 0.19% hits | AID 760, 2007;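 active means GTP binding activity at least 20 points away from 100%, either lowered or raised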;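 further: 0% = beads with excess unlabeled GTP and 100% = no-compound control corrected for plate trend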
Avidin bead fluor = green autofluorescence of compounds with avidin beads – biophysical, 488/530 nm, flow cytometry, artefact control, profiling panel. fluorescence (KMESF) at 10 µM. compound fluorescence 488/530 nm; stronger effect = higher value. 220,000 compounds, 0.38% hits; in the data active means fluorescence above about 47; further: inactives centre near 10
ABCG2 inh = ABCG2 efflux pump inhibitors, primary screen, multiplex with ABCB1, IgMXP3 cells, flow cytometry; Broad substrate specificity ATP-binding cassette transporter ABCG2 (Homo sapiens), Q9UNQ0; JC-1 efflux; inhibition, % at 6.6 µM; 190,000 compounds, 0.1% hits; AID 1325, 2008;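 active means inhibition above 80%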;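 further: 0% = DMSO and 100% = nicardipine control wells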
Target sequence (Q9UNQ0 whole entry, looked up): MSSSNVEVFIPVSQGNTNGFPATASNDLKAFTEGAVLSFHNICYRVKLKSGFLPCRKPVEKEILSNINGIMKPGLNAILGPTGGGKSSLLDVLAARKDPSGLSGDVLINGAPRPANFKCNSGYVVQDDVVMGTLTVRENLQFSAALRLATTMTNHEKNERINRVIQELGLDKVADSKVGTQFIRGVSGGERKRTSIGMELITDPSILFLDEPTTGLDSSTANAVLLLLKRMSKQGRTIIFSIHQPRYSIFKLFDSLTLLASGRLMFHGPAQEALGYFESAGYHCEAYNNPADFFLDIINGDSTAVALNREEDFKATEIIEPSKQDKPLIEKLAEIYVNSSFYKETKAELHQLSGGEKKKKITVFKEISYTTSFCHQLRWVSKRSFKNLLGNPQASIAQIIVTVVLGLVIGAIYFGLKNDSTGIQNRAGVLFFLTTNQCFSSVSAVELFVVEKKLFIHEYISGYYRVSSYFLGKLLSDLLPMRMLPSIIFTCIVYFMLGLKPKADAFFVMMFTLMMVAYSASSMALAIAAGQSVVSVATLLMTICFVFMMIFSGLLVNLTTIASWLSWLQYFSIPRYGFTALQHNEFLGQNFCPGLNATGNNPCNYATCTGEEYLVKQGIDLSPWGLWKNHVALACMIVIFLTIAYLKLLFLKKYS
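Test system: ABCG2 IgMXP3 and barcoded ABCB1 CCRF-Adr cell mix; Schedule: cells with compound and JC-1, 10 min at 25 °C, rotating, no wash; Technique: flow cytometry of retained JC-1 fluorescence; Measure: % inhibition of efflux relative to nicardipine and DMSO; Controls: nicardipine high and DMSO low controls.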
Pf gamet viab = late stage P. falciparum gametocyte viability inhibitors, primary screen, ATP luminescence, HTS | P. falciparum stage V gametocytes, 24 h | 150,000 compounds, 0.065% hits | inhibition, % at 10.9 µM;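 active means inhibition above the mean plus 3 SD of compounds within the control limits, set per campaign, cut at about 38% in these data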;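 further: 0% = DMSO wells and 100% = medium only without gametocytes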
HRas wt GTP bind = modulators of GTP binding to HRas wildtype, primary screen, biochemical, bead-based flow cytometry, multiplex; GTPase HRas (Homo sapiens), P01112; GST-Ras wt beads, Bodipy-FL-GTP binding; actives lie on both sides; GTP binding activity, % at 10 µM; 190,000 compounds, 0.14% hits; AID 759, 2007;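 active means GTP binding activity at least 20% away from the 100% baseline, either lowered as inhibitor or raised as activator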;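 further: 0% = unlabeled GTP competition control and 100% = no-compound control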
Target sequence (P01112 whole entry, looked up): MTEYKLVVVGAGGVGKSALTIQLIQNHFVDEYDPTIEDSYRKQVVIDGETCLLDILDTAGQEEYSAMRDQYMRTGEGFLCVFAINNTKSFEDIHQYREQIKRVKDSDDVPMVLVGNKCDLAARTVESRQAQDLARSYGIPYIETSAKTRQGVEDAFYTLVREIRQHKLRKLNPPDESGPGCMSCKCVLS
Rab7 wt modul = modulators of GTP binding to Rab7, primary screen, biochemical, wildtype, multiplex bead flow cytometry; Rab7 GTPase wild type (dog), Bodipy-FL-GTP binding; 190,000 compounds, 0.055% hits; GST-Rab7 beads, fluorescent GTP binding; actives lie on both sides; untreated = 100%, excess cold GTP = 0%; GTP binding activity (percent of control), % at 10 µM;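 active means fluorescent GTP binding to Rab7 beads changed by at least 20 points from the 100% baseline, either direction, mostly lower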;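 further: median green fluorescence of bound Bodipy-FL-GTP per Rab7 bead population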
Rac1 act GTP bind = GTP binding modulators of activated mutant Rac1, primary screen, biochemical, bead-based flow cytometry, multiplex, fluorescent GTP; percent activity (GTP binding), % at 10 µM; GST-Rac1 activated beads; actives lie on both sides; 100% means binding = to untreated wells; Ras-related C3 botulinum toxin substrate 1 (Homo sapiens), P63000; 190,000 compounds, 0.11% hits;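 active means GTP binding at least 20 percentage points away from the 100% baseline, in either direction, so actives lie on both sides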
Rac1 wt GTP bind = wildtype Rac1 GTP binding modulators, primary screen, biochemical, GST-Rac1 beads, flow cytometry, multiplex; fluorescent GTP binding; actives lie on both sides; 0 = cold GTP competed, 100 = untreated; GTP binding activity (% of control), % at 10 µM; 190,000 compounds, 0.27% hits; AID 757, 2007;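 active means GTP binding activity at least 20 points away from the 100% control level, either lower or higher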
ABCB1 block = ABCB1 efflux pump inhibitors, primary screen, cell-based, multiplex, flow cytometry, ABCG2 counter-screen; inhibition, % at 6.6 µM; ATP-dependent translocase ABCB1 (Homo sapiens), P08183; 190,000 compounds, 0.067% hits; AID 1326, 2008; CCRF-Adr cells, JC-1 efflux; in the data active means inhibition above about 40%;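 further: 0% = vehicle and 100% = reference inhibitor; higher value means more JC-1 retained so stronger ABCB1 efflux block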
The depositor's hits bear a star.

Results for COc1ccc(Cc2nc3ccc(S(=O)(=O)N4CCOCC4)cc3[nH]2)cc1 ?
Cdc42 wt GTP: 97; GSH bead fluor: 10; Rab2A wt mod: 100; Avidin bead fluor: 23; ABCG2 inh: 6; HRas wt GTP bind: 98; Rab7 wt modul: 99; Rac1 act GTP bind: 98; Rac1 wt GTP bind: 98; ABCB1 block: 0.9

What do the screens show for `CCCCC(=O)Nc1nnc(-c2ccc(OC)cc2)s1`?
Cdc42 wt GTP: 99; GSH bead fluor: 14; Rab2A wt mod: 99; Avidin bead fluor: 6; ABCG2 inh: 2; HRas wt GTP bind: 99; Rab7 wt modul: 95; Rac1 act GTP bind: 101; Rac1 wt GTP bind: 100; ABCB1 block: 0.1

What do the screens show for `CCOc1cc(C(=O)NCC2CCCO2)cc(OCC)c1OCC` (stereo not given)?
Cdc42 wt GTP: 101; GSH bead fluor: 18; Rab2A wt mod: 102; Avidin bead fluor: 39; ABCG2 inh: 1; Pf gamet viab: 1; HRas wt GTP bind: 101; Rab7 wt modul: 102; Rac1 act GTP bind: 98; Rac1 wt GTP bind: 101; ABCB1 block: 0.1

Results for CC(C)OCCCNc1ncc2c(n1)CC(c1ccc(N(C)C)cc1)CC2=O (stereo not given) ?
Cdc42 wt GTP: 103; GSH bead fluor: 47; Rab2A wt mod: 101; Avidin bead fluor: 35; ABCG2 inh: 0; HRas wt GTP bind: 102; Rab7 wt modul: 103; Rac1 act GTP bind: 98; Rac1 wt GTP bind: 104; ABCB1 block: 0.2

How did OC1(c2ccc(F)cc2)CCN(Cc2ccccc2)C1 (stereo not given) do in these assays?
Cdc42 wt GTP: 98; GSH bead fluor: 34; Rab2A wt mod: 98; Avidin bead fluor: 6; ABCG2 inh: -3; Pf gamet viab: 8; HRas wt GTP bind: 99; Rab7 wt modul: 98; Rac1 act GTP bind: 99; Rac1 wt GTP bind: 102; ABCB1 block: -2.0

Results for COc1ccc(C(=O)c2sc(NC(C)C)nc2N)cc1OC ?
Cdc42 wt GTP: 101; GSH bead fluor: 25; Rab2A wt mod: 100; Avidin bead fluor: 12; ABCG2 inh: 30; Pf gamet viab: -5; HRas wt GTP bind: 102; Rab7 wt modul: 98; Rac1 act GTP bind: 98; Rac1 wt GTP bind: 102; ABCB1 block: 1.2

Results for ON=Cc1cccn1-c1ccccc1 ?
Cdc42 wt GTP: 95; GSH bead fluor: 41; Rab2A wt mod: 93; Avidin bead fluor: 8; ABCG2 inh: 4; HRas wt GTP bind: 97; Rab7 wt modul: 97; Rac1 act GTP bind: 95; Rac1 wt GTP bind: 96; ABCB1 block: 0.7

How did c1ccc(C2OCC3(CO2)COC(c2ccccc2)OC3)cc1 (stereo not given) do in these assays?
Cdc42 wt GTP: 100; GSH bead fluor: 13; Rab2A wt mod: 97; Avidin bead fluor: 10; ABCG2 inh: 1; Pf gamet viab: -12; HRas wt GTP bind: 101; Rab7 wt modul: 101; Rac1 act GTP bind: 96; Rac1 wt GTP bind: 103; ABCB1 block: 0.3

Results for Clc1ncc(Cn2cccn2)s1 ?
Cdc42 wt GTP: 97; GSH bead fluor: 15; Rab2A wt mod: 102; Avidin bead fluor: 8; ABCG2 inh: 11; Pf gamet viab: -12; HRas wt GTP bind: 101; Rab7 wt modul: 110; Rac1 act GTP bind: 96; Rac1 wt GTP bind: 104; ABCB1 block: 0.4

Results for CC(=O)NC(Cc1ccc(F)cc1)C(=O)N1CCN(C(=O)NCc2ccccc2)CC1 (stereo not given) ?
Cdc42 wt GTP: 107; GSH bead fluor: 22; Rab2A wt mod: 100; Avidin bead fluor: 31; ABCG2 inh: 25; HRas wt GTP bind: 102; Rab7 wt modul: 102; Rac1 act GTP bind: 99; Rac1 wt GTP bind: 112; ABCB1 block: 1.4

What do the screens show for `COCCNC(=O)c1ccccc1NC(=O)c1cc(OC)cc(OC)c1`?
Cdc42 wt GTP: 100; GSH bead fluor: 6; Rab2A wt mod: 101; Avidin bead fluor: 2; ABCG2 inh: 10; Pf gamet viab: 20; HRas wt GTP bind: 101; Rab7 wt modul: 99; Rac1 act GTP bind: 100; Rac1 wt GTP bind: 106; ABCB1 block: 0.8

Results for Cc1nc(Cl)sc1C(=O)Nc1cccc2ccccc12 ?
Cdc42 wt GTP: 101; GSH bead fluor: 8; Rab2A wt mod: 98; Avidin bead fluor: 2; ABCG2 inh: 8; Pf gamet viab: -1; HRas wt GTP bind: 100; Rab7 wt modul: 100; Rac1 act GTP bind: 96; Rac1 wt GTP bind: 102; ABCB1 block: 0.7

Results for CNC(=O)COC(=O)Cc1ccc(Cl)cc1 ?
Cdc42 wt GTP: 93; GSH bead fluor: 13; Rab2A wt mod: 94; Avidin bead fluor: 9; ABCG2 inh: 1; Pf gamet viab: 2; HRas wt GTP bind: 95; Rab7 wt modul: 92; Rac1 act GTP bind: 90; Rac1 wt GTP bind: 94; ABCB1 block: 0.1

How did COc1ccc(OC)c(NC(=O)Cn2c(=O)n(CC(=O)NCc3ccco3)c(=O)c3ccccc32)c1 do in these assays?
Cdc42 wt GTP: 104; GSH bead fluor: 36; Rab2A wt mod: 102; Avidin bead fluor: 13; ABCG2 inh: -3; HRas wt GTP bind: 100; Rab7 wt modul: 102; Rac1 act GTP bind: 100; Rac1 wt GTP bind: 105; ABCB1 block: 0.1

How did CC(C(=O)NC1CC(C)(C)NC(C)(C)C1)c1ccc([N+](=O)[O-])cc1 (stereo not given) do in these assays?
Cdc42 wt GTP: 99; GSH bead fluor: 17; Rab2A wt mod: 99; Avidin bead fluor: 9; ABCG2 inh: 3; HRas wt GTP bind: 95; Rab7 wt modul: 98; Rac1 act GTP bind: 97; Rac1 wt GTP bind: 98; ABCB1 block: 0.4

Results for CCOc1ccccc1NC(=O)Nc1ccc(Br)cc1C ?
Cdc42 wt GTP: 90; GSH bead fluor: 11; Rab2A wt mod: 93; Avidin bead fluor: 16; ABCG2 inh: 11; Pf gamet viab: 6; HRas wt GTP bind: 95; Rab7 wt modul: 102; Rac1 act GTP bind: 90; Rac1 wt GTP bind: 89; ABCB1 block: 0.6

How did COc1ccc(NC(=O)CC2SC(=N)N(c3ccccc3)C2=O)c(OC)c1 (stereo not given) do in these assays?
Cdc42 wt GTP: 98; GSH bead fluor: 16; Rab2A wt mod: 96; Avidin bead fluor: -1; ABCG2 inh: 3; Pf gamet viab: 20; HRas wt GTP bind: 98; Rab7 wt modul: 97; Rac1 act GTP bind: 100; Rac1 wt GTP bind: 100; ABCB1 block: 0.4

Results for CCCCCNC(=O)c1ccccc1SC ?
Cdc42 wt GTP: 109; GSH bead fluor: 22; Rab2A wt mod: 108; Avidin bead fluor: 14; ABCG2 inh: 3; HRas wt GTP bind: 107; Rab7 wt modul: 96; Rac1 act GTP bind: 102; Rac1 wt GTP bind: 106; ABCB1 block: 0.7

Results for CCN(c1ccccc1)S(=O)(=O)c1cccc(C(=O)O)c1 ?
Cdc42 wt GTP: 104; GSH bead fluor: 20; Rab2A wt mod: 101; Avidin bead fluor: 8; ABCG2 inh: 1; Pf gamet viab: -6; HRas wt GTP bind: 102; Rab7 wt modul: 98; Rac1 act GTP bind: 99; Rac1 wt GTP bind: 99; ABCB1 block: 0.3

Results for COc1ccccc1N1CCN(CCCCOc2ccc(F)cc2)CC1 ?
Cdc42 wt GTP: 102; GSH bead fluor: 20; Rab2A wt mod: 102; Avidin bead fluor: 5; ABCG2 inh: 0; HRas wt GTP bind: 103; Rab7 wt modul: 101; Rac1 act GTP bind: 99; Rac1 wt GTP bind: 102; ABCB1 block: 1.3

What do the screens show for `COc1ccc(S(=O)(=O)NC2CCCC2)cc1Br`?
Cdc42 wt GTP: 102; GSH bead fluor: 41; Rab2A wt mod: 99; Avidin bead fluor: 17; ABCG2 inh: 32; HRas wt GTP bind: 102; Rab7 wt modul: 101; Rac1 act GTP bind: 97; Rac1 wt GTP bind: 106; ABCB1 block: -0.9

How did O=C(NCCC1=CCCCC1)C(=O)NCc1ccncc1 do in these assays?
Cdc42 wt GTP: 95; GSH bead fluor: 10; Rab2A wt mod: 99; Avidin bead fluor: 26; ABCG2 inh: 0; HRas wt GTP bind: 102; Rab7 wt modul: 106; Rac1 act GTP bind: 98; Rac1 wt GTP bind: 101; ABCB1 block: -0.1

How did COc1cccc(NC(=O)c2nn(-c3ccc(OC)cc3OC)c(=O)c3ccccc23)c1 do in these assays?
Cdc42 wt GTP: 96; GSH bead fluor: 19; Rab2A wt mod: 99; Avidin bead fluor: 11; ABCG2 inh: 9; HRas wt GTP bind: 98; Rab7 wt modul: 97; Rac1 act GTP bind: 96; Rac1 wt GTP bind: 105; ABCB1 block: 2.2

Results for CCOC(=O)/C(C(N)=NCc1ccco1)=C(/O)c1ccccc1 ?
Cdc42 wt GTP: 100; GSH bead fluor: 45; Rab2A wt mod: 99; Avidin bead fluor: 11; ABCG2 inh: 7; HRas wt GTP bind: 103; Rab7 wt modul: 97; Rac1 act GTP bind: 98; Rac1 wt GTP bind: 108; ABCB1 block: -1.1

Results for Cc1ccc(-c2noc(CSc3nnc(Cc4ccccc4)n3-c3cccc(C)c3)n2)cc1 ?
Cdc42 wt GTP: 96; GSH bead fluor: 52; Rab2A wt mod: 98; Avidin bead fluor: 12; ABCG2 inh: -1; HRas wt GTP bind: 100; Rab7 wt modul: 98; Rac1 act GTP bind: 97; Rac1 wt GTP bind: 100; ABCB1 block: 0.4

What do the screens show for `C/C=C/c1ccc(OCC(=O)NCc2ccccc2OC)c(OC)c1`?
Cdc42 wt GTP: 97; GSH bead fluor: 10; Rab2A wt mod: 97; Avidin bead fluor: 6; ABCG2 inh: 16; Pf gamet viab: 1; HRas wt GTP bind: 101; Rab7 wt modul: 94; Rac1 act GTP bind: 98; Rac1 wt GTP bind: 101; ABCB1 block: 1.2

How did CCN1CCN(Cc2c(C)[nH]c3ccc(OC)cc3c2=O)CC1 do in these assays?
Cdc42 wt GTP: 100; GSH bead fluor: 19; Rab2A wt mod: 99; Avidin bead fluor: 37; ABCG2 inh: 0; HRas wt GTP bind: 99; Rab7 wt modul: 101; Rac1 act GTP bind: 98; Rac1 wt GTP bind: 100; ABCB1 block: -0.1
